SENP8 block – SENP8 protease inhibition. 330,000 tested, 1.2% active. inhibition, % at 10 µM. purified SENP8, Z-RLRGG-aminoluciferin cleavage, luminescence
Target sequence (Q96LD8 whole entry, looked up): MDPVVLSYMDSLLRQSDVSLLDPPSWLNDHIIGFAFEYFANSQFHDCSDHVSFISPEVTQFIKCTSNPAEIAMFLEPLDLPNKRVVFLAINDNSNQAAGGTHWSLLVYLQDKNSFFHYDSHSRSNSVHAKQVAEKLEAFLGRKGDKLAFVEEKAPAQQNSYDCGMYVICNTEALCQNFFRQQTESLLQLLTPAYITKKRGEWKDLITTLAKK
HKDC1 inhibitor – HKDC1 (human) hexokinase inhibition; recombinant HKDC1, G6PDH/diaphorase resazurin coupled fluorescence; inhibition, % at 20 µM; 340,000 tested, 0.16% active; AID 493160;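 active = inhibition above about 35% when tested at 20 µM, limit read from the data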;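 also: plate controls were DMSO wells with enzyme for no effect and DMSO wells lacking enzyme for full effect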
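Test system: HK5 enzyme. Quantity: 5 µg/mL HK5 final. Reagent: glucose and ATP substrates. Schedule: 90 min reaction incubation at room temperature, dark. Technique: resazurin-to-resorufin fluorescence via G6PDH and diaphorase coupling, 525/613 nm. Control set: DMSO wells with and without enzyme mix.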
SENP7 inh – inhibitors of human SENP7 protease. 330,000 tested, 1.5% active. AID 434973. recombinant SENP7, Z-RLRGG-aminoluciferin luminescence, 40 min. inhibition, % at 5 µM. Q9BQF6;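 active = inhibition above about 50% at the single test dose, limit read from the data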;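 also: plate controls were DMSO with enzyme for no effect and no enzyme buffer wells for full effect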
Target sequence (Q9BQF6 706-1050 limits assumed): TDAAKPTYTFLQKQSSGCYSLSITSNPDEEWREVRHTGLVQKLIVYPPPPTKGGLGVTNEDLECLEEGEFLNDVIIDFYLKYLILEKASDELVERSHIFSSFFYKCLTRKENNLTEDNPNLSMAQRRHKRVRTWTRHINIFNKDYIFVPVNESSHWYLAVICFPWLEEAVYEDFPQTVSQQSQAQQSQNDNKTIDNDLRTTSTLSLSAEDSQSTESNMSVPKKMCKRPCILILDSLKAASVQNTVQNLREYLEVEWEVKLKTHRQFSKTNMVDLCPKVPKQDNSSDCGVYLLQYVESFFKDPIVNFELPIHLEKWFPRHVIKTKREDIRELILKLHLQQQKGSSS
Apaf1 inhib – human Apaf-1 inhibition; 330,000 tested, 0.71% active; O14727; inhibition, % at 20 µM; reconstituted apoptosome caspase-3 activity, DEVD-Rh110 fluorescence; active = inhibition of at least 40% at 20 µM;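 also: plate controls were DMSO wells for no effect and DEVD-CHO caspase inhibitor wells for full effect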
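Assay system: Apoptosome proteins | Medium: pH 7.5 Hepes buffer with CHAPS, BSA, DTT | Also added: Cytochrome c and DEVD-Rh110 substrate | Times: 30 min plus 50 min, RT | Detection: Rhodamine 110 fluorescence at Ex 480/Em 540 nm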
Jurkat NFkB inh – lowers PMA/ionomycin-induced NF-kB signal in Jurkat cells; PMA/ionomycin-induced NF-kB luciferase reporter, luminescence; inhibition, % at 4 µM; 330,000 tested, 0.53% active; AID 435003
Gli-Sufu antag – antagonists of Gli-Sufu signaling; Sufu-KO-LIGHT fibroblasts, Gli luciferase reporter luminescence; inhibition, % at 5 µM; 340,000 tested, 0.74% active;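 active = inhibition above about 55%, limit read from the data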;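 also: 0% = DMSO-treated cells and 100% = wells with medium but no cells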
697 NFkB inh – inhibitors of the PMA/ionomycin-induced NF-kB reporter in 697 B cells; 697 B-cell NF-kB luciferase reporter, 16 h; inhibition, % at 4 µM; 330,000 tested, 0.33% active; AID 435022; in the data active = inhibition above about 35%
UBC13 polyUb – inhibitors of human UBC13 polyubiquitin chain formation | P61088 | AID 485273 | 330,000 tested, 0.47% active | TR-FRET | inhibition, % at 20 µM; in the data active = inhibition above about 45%, passing the limit was not always enough
Target sequence (P61088 whole entry, looked up): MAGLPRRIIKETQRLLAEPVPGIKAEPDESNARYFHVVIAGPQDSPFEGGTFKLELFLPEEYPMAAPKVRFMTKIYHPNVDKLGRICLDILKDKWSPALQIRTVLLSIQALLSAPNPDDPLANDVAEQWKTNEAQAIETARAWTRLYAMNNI
* marks the source's active call; other numbers are inactive results; . = not tested or not shown. Rule as the data show it, unless noted: active = inhibition above about 50%; inactive = the rest.

SMILES | SENP8 block | HKDC1 inhibitor | SENP7 inh | Apaf1 inhib | Jurkat NFkB inh | Gli-Sufu antag | 697 NFkB inh | UBC13 polyUb
CN1CCN(C(=O)/C(=C\c2cccs2)NC(=O)c2ccco2)CC1 | -12.4 | -10.7 | -4.8 | 1.3 | 0.8 | -0.4 | 16.0 | -17.1
CCCCn1nc(C(=O)Nc2ccc3c(c2)OCCO3)c2ccccc2c1=O | -7.0 | 6.2 | 9.2 | 9.9 | -28.2 | -12.9 | -44.2 | 13.4
COc1ccc(S(=O)(=O)NCc2ccccn2)cc1 | -2.9 | -7.1 | -1.5 | 1.1 | 4.1 | -9.7 | 18.3 | 0.5
CCOC(=O)N1CCN(C(=O)c2ccc3c(c2)N(Cc2cccc(Cl)c2)C(=O)c2ccccc2S3=O)CC1 (configuration not stated) | -4.5 | -7.2 | 14.2 | 12.0 | 12.2 | 55.9* | -12.8 | -7.1
O=C(COc1cccc(NC(=O)c2ccco2)c1)c1ccc(F)cc1 | -9.8 | -1.9 | -9.3 | 11.0 | -0.9 | -4.5 | -15.9 | -1.3
O=C(CSc1nnc(Cn2nnc3ccccc32)o1)N(Cc1ccc(Cl)cc1)c1ccccc1 | -6.1 | 1.1 | -1.6 | 31.7 | 22.2 | 64.1* | -21.8 | -3.3
COc1ccc(-c2csc(NC(=O)c3nc(-c4ccccc4)oc3C)n2)cc1 | -2.2 | 0.4 | 2.5 | 1.6 | 7.7 | -66.6 | 7.9 | -0.9
COc1ccccc1NC(=O)C1CCCN(S(=O)(=O)c2c(C)noc2C)C1 (configuration not stated) | -1.6 | 0.1 | -4.2 | -23.7 | 9.3 | -12.0 | -7.2 | 12.1
CCCc1cc(=O)[nH]c(SCC(=O)NC2(C#N)CCCCC2)n1 | -5.9 | -6.8 | 2.9 | -2.7 | -14.5 | -7.1 | 14.3 | -0.1
COc1ccccc1OCC(=O)/C=C1/N(C)c2ccccc2C1(C)C | -1.4 | -0.4 | 9.4 | 8.6 | 17.2 | 13.8 | -1.4 | -8.6
O=C(O)c1ccc(NC(=O)c2ccc(COc3ccc(Cl)cc3)o2)cc1 | 5.9 | -0.9 | 6.1 | 3.8 | 17.8 | -13.9 | -13.9 | -1.1
C[C@@H](NC(=O)Cn1ccc(N)nc1=O)c1cccc2ccccc12 | -2.1 | -5.2 | -0.8 | 13.7 | -21.5 | -0.7 | 4.3 | -3.6
CC(C)c1nnc(NC(=O)CCC(=O)NC2CC2)s1 | 6.2 | -5.3 | -5.7 | 0.6 | -1.1 | 16.2 | -6.0 | -10.5
CN(C)c1ccc(-c2nnn(Cc3ccccc3Br)n2)cc1 | 0.8 | -1.1 | -3.9 | -6.8 | -22.8 | -39.0 | -28.5 | -4.3
COc1ccc(CN2C(=O)c3ccccc3C(/C=N\OCc3ccc(C)cc3)C2=O)cc1 (configuration not stated) | 2.0 | -2.0 | 34.0 | 20.1 | -10.8 | -1.7 | -32.6 | -32.6
CCCN(CCC)c1nc(NC2CCN(C(=O)OCC)CC2)nc(OC)n1 | 3.6 | -3.8 | 2.4 | 36.0 | 3.1 | 9.3 | -43.8 | -1.6
C[C@@H]1COC(=O)[C@H](CC(=O)OC(C)(C)C)C/C=C\C[C@H](CC(=O)N(CCO)Cc2ccccc2)C(=O)N1 | -10.8 | -8.0 | -2.5 | 14.1 | -1.9 | -0.2 | 4.0 | -9.1
CCN1CCN(c2cc(C)c3cc(NC(=S)N4CCCC(C)C4)ccc3n2)CC1 (configuration not stated) | -3.7 | -0.1 | -6.1 | 15.0 | -5.0 | 18.7 | -26.1 | -8.1
O=c1c2c(nc3c(-c4ccc(Cl)cc4)c[nH]n13)CCC2 | -11.3 | 9.0 | -4.0 | 17.4 | -17.9 | -10.8 | 3.6 | -5.4
COc1cc(OC)c(C(=O)OC(C)C(=O)NCc2ccc3c(c2)OCO3)cc1OC (configuration not stated) | 4.1 | -2.4 | -1.1 | -3.4 | 4.1 | -2.6 | 14.1 | 8.6
Cc1ccc(N2C(=O)[C@@H]3C(C(=O)CCN4C(=O)c5ccccc5C4=O)=NN[C@@H]3C2=O)cc1 | 2.3 | -0.7 | 0.1 | -6.7 | -0.3 | 2.5 | 5.5 | -0.4
CC(C)[C@H](NC(=O)c1ccccc1)C(=O)OCC(=O)c1c(N)n(C)c(=O)n(C)c1=O | -3.6 | -6.3 | 0.4 | -6.0 | -7.6 | 2.9 | -2.2 | -5.7
CCSc1nnc(-c2ccc(Cl)cc2)c2ccccc12 | -8.9 | -3.4 | -2.0 | 9.0 | -1.0 | 0.2 | 2.5 | 0.3
Cc1ccc(C(=O)N2CCCC(C(=O)c3cc(F)ccc3F)C2)s1 (configuration not stated) | -3.6 | -4.3 | 7.2 | -0.3 | 2.6 | 6.9 | -8.2 | -7.1

Five structures already listed, arranged by formula weight, low to high:
SMILES | SENP8 block | HKDC1 inhibitor | SENP7 inh | Apaf1 inhib | Jurkat NFkB inh | Gli-Sufu antag | 697 NFkB inh | UBC13 polyUb
Cc1ccc(C(=O)N2CCCC(C(=O)c3cc(F)ccc3F)C2)s1 (configuration not stated) | -3.6 | -4.3 | 7.2 | -0.3 | 2.6 | 6.9 | -8.2 | -7.1
CN(C)c1ccc(-c2nnn(Cc3ccccc3Br)n2)cc1 | 0.8 | -1.1 | -3.9 | -6.8 | -22.8 | -39.0 | -28.5 | -4.3
CCCN(CCC)c1nc(NC2CCN(C(=O)OCC)CC2)nc(OC)n1 | 3.6 | -3.8 | 2.4 | 36.0 | 3.1 | 9.3 | -43.8 | -1.6
CCN1CCN(c2cc(C)c3cc(NC(=S)N4CCCC(C)C4)ccc3n2)CC1 (configuration not stated) | -3.7 | -0.1 | -6.1 | 15.0 | -5.0 | 18.7 | -26.1 | -8.1
C[C@@H]1COC(=O)[C@H](CC(=O)OC(C)(C)C)C/C=C\C[C@H](CC(=O)N(CCO)Cc2ccccc2)C(=O)N1 | -10.8 | -8.0 | -2.5 | 14.1 | -1.9 | -0.2 | 4.0 | -9.1

Three compounds already listed, arranged by the value under UBC13 polyUb, rising.
smiles,UBC13 polyUb
CC(C)[C@H](NC(=O)c1ccccc1)C(=O)OCC(=O)c1c(N)n(C)c(=O)n(C)c1=O,-5.7
O=c1c2c(nc3c(-c4ccc(Cl)cc4)c[nH]n13)CCC2,-5.4
Cc1ccc(N2C(=O)[C@@H]3C(C(=O)CCN4C(=O)c5ccccc5C4=O)=NN[C@@H]3C2=O)cc1,-0.4

More entries follow.
SMILES | SENP8 block | HKDC1 inhibitor | SENP7 inh | Apaf1 inhib | Jurkat NFkB inh | Gli-Sufu antag | 697 NFkB inh | UBC13 polyUb
CCCS(=O)(=O)Nc1c(C(=O)O)[nH]c2ccccc12 | 7.2 | 1.6 | -7.5 | -0.9 | 2.4 | -3.0 | -0.8 | 8.6
CCC(C)N1CC(C(=O)O)CC1=O (configuration not stated) | -5.3 | -17.0 | -1.7 | -32.9 | 10.7 | -9.3 | -4.8 | -3.7
Cc1nc2c(-c3ccccc3)c(C)nn2c(C)c1CCC(=O)NCc1ccco1 | 1.6 | 8.8 | 4.0 | 10.5 | 5.1 | 3.1 | -12.6 | -7.7
CCCCCCCCCCCCC/C=C/[C@@H](O)[C@@H](N)CO | -10.8 | -2.1 | 0.1 | 79.2* | -0.7 | -2.7 | 13.5 | 107.8*
Cc1ccc2nc3sc(C(=O)NCc4ccco4)c(N)c3cc2c1 | -8.3 | -5.2 | -1.2 | 8.9 | -13.5 | 9.0 | -90.3 | -21.8
Cn1cnnc1SCNC(=O)C(F)(F)F | -2.5 | 0.2 | 7.2 | -14.5 | -18.7 | -1.7 | 2.3 | -2.2
O=C(COc1ccc(S(=O)(=O)N2CCCC2)cc1)N1CCCC1 | 0.6 | -3.6 | 11.2 | 4.6 | -9.8 | -9.7 | 17.2 | 4.7
COc1ccc(OC)c(CN2CCN(c3ccc(S(=O)(=O)N4CCCC4)cn3)CC2)c1 | -3.6 | -1.2 | -7.6 | 17.8 | -1.1 | 11.3 | -7.8 | 0.9
O=C(NCCC1=CCCCC1)c1ccc(Cl)c(S(=O)(=O)Nc2ccccc2)c1 | -7.7 | -4.8 | -3.7 | 6.2 | -4.0 | 2.0 | -11.3 | -1.2
O=C(O)c1sccc1OCc1ccccc1 | -2.4 | -3.3 | 0.8 | 7.1 | 9.0 | 2.8 | 8.1 | -3.6
O=C(c1ccc(-c2cccc(Cl)c2)o1)N1CCN(c2ccc([N+](=O)[O-])cc2)CC1 | 11.4 | -10.6 | 5.0 | 14.7 | -7.0 | 7.4 | 9.3 | -5.9
CCOC(=O)CCC(NC(=O)c1cncc(O)c1)C(=O)OCC (configuration not stated) | -6.3 | -2.5 | -0.7 | -3.1 | 8.2 | 2.4 | 15.7 | 13.2
COc1cccc(/C(N)=N/OC(=O)Cc2ccccc2[N+](=O)[O-])c1 | -12.3 | 6.5 | -8.6 | 14.2 | -36.1 | -19.2 | -52.2 | -7.3
O=C1NC2=C(CCc3ccccc32)C(c2ccccc2)N1 (configuration not stated) | 87.0* | 16.8 | 72.9* | 91.5* | 12.7 | -6.2 | -24.3 | -20.7
O=C(C[C@H]1C[C@H](C(=O)N2CCCCC2)[C@@]2(CCc3ccccc3)c3[nH]c4ccc(Cl)cc4c3CCN2C1=O)NCCN1CCOCC1 | . | 5.8 | -7.2 | 33.7 | . | -0.2 | 22.8 | .
CCCCNC(=O)C1CCC(CNc2nc(=S)[nH]c3ccccc23)CC1 (configuration not stated) | -2.8 | 7.0 | -7.0 | 1.4 | 4.9 | -4.9 | 18.0 | 10.8
CC1CCN(Cc2ccc(-c3nnn(CC(=O)Nc4ccccc4Cl)n3)cc2)CC1 | -0.4 | -5.9 | 2.8 | -2.9 | 20.3 | 58.2* | -0.6 | 11.3
Cn1cc(C2N3CC4(C)CN2CC(C)(C3)C4=O)c2ccccc21 (configuration not stated) | -0.5 | -6.4 | 8.2 | -1.7 | 2.1 | -8.8 | 22.7 | 0.9
C=C(c1ccc(OCCO)cc1)c1ccc(OCCO)cc1 | -6.0 | 3.1 | 1.6 | -6.7 | -1.4 | -5.5 | 6.0 | 2.0
CCOC(=O)/C(N=Nc1c(C)n(C)n(-c2ccccc2)c1=O)=C(/O)c1ccccc1 | 0.8 | -7.6 | 1.0 | 0.8 | 4.9 | -3.0 | 14.7 | -5.7
CC1(C)C2CCC1(CS(=O)(=O)NCc1ccc(C(=O)O)cc1)C(=O)C2 (configuration not stated) | 2.6 | 4.8 | 2.8 | 11.4 | 9.8 | -0.1 | 0.4 | -1.4
CCn1c(CNC(=O)Cc2ccc(OC)cc2)nnc1SCC(=O)Nc1nccs1 | -7.1 | -7.9 | 1.0 | -8.7 | 15.8 | 22.9 | 17.3 | 6.3
Cc1ccc(C(=O)c2cncc(Br)c2)cc1 | -10.5 | -1.0 | 8.8 | 10.8 | -10.7 | -6.0 | -37.7 | 2.4
COC(=O)c1cc(CNC(=O)Cc2ccsc2)ccc1OC | 8.2 | -2.4 | -0.7 | 1.4 | 15.6 | -16.2 | 9.5 | -3.3
Cc1c(C#N)c(N=CN(C)C)c(C(=O)c2ccc(Br)cc2)n1-c1ccc(Cl)cc1 | 5.3 | -6.6 | 1.6 | 17.9 | -17.9 | 12.9 | -3.7 | 3.2
COc1c(CC=C(C)C)cc(C2CC(=O)c3c(O)cc(O)cc3O2)c(CC=C(C)C)c1O (configuration not stated) | -10.8 | -2.0 | 6.6 | 15.8 | -7.9 | -1.6 | 2.6 | -2.9
CC(=O)c1cccc(N(C(=O)c2cnccn2)C(C(=O)NCc2ccccc2)c2ccco2)c1 (configuration not stated) | 2.6 | -4.1 | -2.9 | -0.6 | 16.8 | 2.0 | 15.5 | -0.3
Cc1ccc(C)c(S(=O)(=O)N2CCC(c3nc4c(nnn4Cc4ccc5c(c4)OCCO5)c(=O)[nH]3)CC2)c1 | 11.7 | 3.9 | -1.5 | 29.2 | 10.7 | 11.3 | -8.9 | 8.2
COc1ccc(CN(C(=S)Nc2ccccc2)C2CC(=O)N(c3ccccc3)C2=O)cc1 (configuration not stated) | 2.8 | 3.4 | 1.1 | 1.8 | -1.7 | 7.0 | -5.9 | -17.1
O=C(c1cc2ccccc2o1)N1CCN(c2cccc(Cl)c2)CC1 | 5.1 | -6.9 | 7.5 | 1.9 | -2.1 | -5.3 | -1.7 | 0.9

Assay outcomes from PubChem.
